Bioassay records: PubChem, several laboratories
BaF3 parental – parental Ba/F3 cell viability inhibition, counter-screen for JAK2V617F inhibitor project, murine pro-B, CellTiter-Glo luminescence; inhibition, % at 5.6 µM; AID 1486, 2009; CellTiter-Glo ATP luminescence; 220,000 tested, 1.1% active;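 active = inhibition above a per-campaign cutoff, the mean inhibition of all tested compounds plus 3 SD, cut at about 27% in these data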;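 also: 0% = DMSO wells and 100% = JAK Inhibitor I control wells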
CHOP inhibitor – inhibitors of CHOP promoter induction, primary screen, cell-based, unfolded protein response, luciferase reporter. CHO-K1 CHOP-promoter luciferase, tunicamycin-induced, 15-18 h. inhibition, % at 10 µM. 220,000 tested, 3.8% active. AID 2732, 2010;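 active = compounds that reduced the stress-induced luciferase reporter signal by more than about 70% of percent inhibition, limit read from the data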;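 also: 0% = tunicamycin plus vehicle and 100% = wells without tunicamycin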
TRPN1 ag – zebrafish TRPN1 channel agonists, primary screen, cell-based, HEK293, calcium fluorescence. transient receptor potential cation channel N1 (TRPN1/NompC), Danio rerio. HEK293 zebrafish TRPN1-YFP, Fluo-8 calcium fluorescence; 100% = response to 87 µM carbachol. activation, % at 3 µM. 220,000 tested, 0.18% active. AID 1424, 2008;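 active = activation above its plate's cutoff, the mean activation of test wells on that plate plus 3 SD, cut at about 19% in these data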;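 also: 0% = DMSO alone and 100% = 87 µM carbachol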
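Material – zebrafish TRPN1-YFP in HEK293 cells · Doses – 3 µM single point · Schedule – dye 1 h 37 °C plus 30 min RT · Signal – Fluo-8 calcium fluorescence, excitation 470-495 nm, emission 515-575 nm · Read-out – % activation versus carbachol response · Control set – carbachol high, DMSO low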
RBBP9 inh – human RBBP9 inhibitors, primary screen, biochemical, fluorescence polarization, FP-Rh probe, HTS | 220,000 tested, 0.2% active | AID 1515, 2009 | recombinant RBBP9 | inhibition, % at 7.94 µM | Serine hydrolase RBBP9 (Homo sapiens), O75884;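 active = inhibition above the campaign mean of all tested compounds plus 3 SD, cut at about 14% in these data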;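 also: plate controls were DMSO wells with RBBP9 for no effect and wells lacking RBBP9 protein for full effect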
Target sequence (O75884 whole entry, looked up): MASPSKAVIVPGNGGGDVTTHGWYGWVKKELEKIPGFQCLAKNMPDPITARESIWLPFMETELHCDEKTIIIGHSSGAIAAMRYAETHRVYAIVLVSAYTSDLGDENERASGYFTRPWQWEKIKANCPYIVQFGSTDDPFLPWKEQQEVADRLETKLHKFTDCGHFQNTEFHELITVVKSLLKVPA
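Measured by – fluorescence polarization · Test system – RBBP9 protein · Input – 2.5 µM RBBP9 dispensing solution, before mixing · Measure – percent inhibition from mP, scaled between DMSO and no-protein wells · Benchmarks – DMSO-treated enzyme wells and wells lacking RBBP9 · Times – preincubation 30 min plus labeling 45 min at 25 °C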
Wee1 degr inh – Wee1 degradation inhibitors, primary screen, cell-based, HeLa, Wee1K328M-luciferase, luminescence. Wee1-like protein kinase (Homo sapiens), P30291. HeLa Luc-Wee1K328M stability; 100% = proteasome inhibitor MG132 effect. reporter increase, % at 5 µM. 220,000 tested, 1.2% active;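 active = activation above the mean of all tested compounds plus 3 SD, set per screening run, cut at about 8.8% in these data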;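 also: cells exposed to compound for 20 h before luminescence read; 0% = DMSO alone and 100% = MG132 at 30 µM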
PPC-1+TRAIL kill – compounds killing PPC-1 cancer cells with TRAIL present, primary screen, TRAIL potentiator project, ATPLite luminescence, uHTS | PPC-1 cells + TRAIL, ATPLite viability luminescence | cell killing (% activity), % at 4 µM | 220,000 tested, 0.41% active;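 active = cell killing above 50% in the first pass at 4 µM, then a duplicate retest at 5 µM averaging 50% or more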;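 also: plate controls were cells with TRAIL plus DMSO for no effect and medium-only wells lacking cells for full effect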
Ba/F3 V617F tox – reduced viability of JAK2V617F-dependent Ba/F3 cells, primary screen, JAK2V617F inhibitor project, cell-based, Ba/F3 EpoR-JAK2V617F, luminescence; inhibition, % at 5.6 µM; AID 1446, 2008; ATP luminescence; 220,000 tested, 1.1% active;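 active = inhibition above the campaign mean plus 3 SD over all tested compounds, cut at about 24% in these data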;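 also: cytokine-independent growth of Ba/F3 cells driven by EpoR plus mutant JAK2; 0% = DMSO-treated cells and 100% = JAK inhibitor I control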
TNF death inh – inhibitors of TNF-alpha triggered necroptosis, primary screen, cell-based, Jurkat FADD-/-, single concentration; Jurkat FADD-/- TNF necroptosis rescue, ATP luminescence, 24 h; 0 = TNF only, 100 = no-TNF cells; activation (protection from cell death), % at 10 µM; 220,000 tested, 0.068% active; AID 463075, 2010;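 active = activation, meaning protection from cell death, of at least 50% relative to plate controls; inactive = activation below 50%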;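 also: necroptosis triggered by 40 ng/mL TNF-alpha added together with compound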
TRPML3 agonist – human TRPML3 channel agonists, primary screen, cell-based, HEK293 TRPML3-YFP, Fluo-8 calcium fluorescence, 3 µM; Mucolipin-3 (Homo sapiens), Q8TDD5; 100% = the carbachol control signal; activation, % at 3 µM; 220,000 tested, 0.29% active; AID 1448, 2008;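 active = activation above its plate's cutoff, the mean activation of the plate's test wells plus 3 SD, cut at about 12% in these data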;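 also: 0% = DMSO only wells and 100% = carbachol wells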
Target sequence (Q8TDD5 whole entry, looked up): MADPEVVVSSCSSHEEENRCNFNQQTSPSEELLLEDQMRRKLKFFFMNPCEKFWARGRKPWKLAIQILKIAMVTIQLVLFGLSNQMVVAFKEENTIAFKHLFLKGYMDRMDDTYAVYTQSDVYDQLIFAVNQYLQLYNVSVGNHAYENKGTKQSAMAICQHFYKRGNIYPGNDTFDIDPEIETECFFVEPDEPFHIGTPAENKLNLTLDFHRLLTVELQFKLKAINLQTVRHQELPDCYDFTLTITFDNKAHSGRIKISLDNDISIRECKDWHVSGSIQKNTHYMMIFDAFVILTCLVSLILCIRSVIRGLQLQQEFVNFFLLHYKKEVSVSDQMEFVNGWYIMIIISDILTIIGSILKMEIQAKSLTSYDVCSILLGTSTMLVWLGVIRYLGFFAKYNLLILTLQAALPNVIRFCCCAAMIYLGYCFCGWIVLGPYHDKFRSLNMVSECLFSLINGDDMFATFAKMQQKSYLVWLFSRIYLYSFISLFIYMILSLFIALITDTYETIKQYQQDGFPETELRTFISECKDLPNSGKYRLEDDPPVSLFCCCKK
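Test system: TRPML3-YFP stable HEK293 cells. Doses: single point at 3 µM. Incubation: dye loading 1 h 37 °C then 30 min ambient, 125 s read. Signal: Fluo-8 calcium dye fluorescence, ex 470-495, em 515-575 nm. Measure: percent activation from peak-to-basal fluorescence ratio, scaled between DMSO and carbachol.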
Numbers without * were called inactive; . = not tested or not shown. Rows were taken by chance. About 6.8% of those tested had a hit in this group.

SMILES	BaF3 parental	CHOP inhibitor	TRPN1 ag	RBBP9 inh	Wee1 degr inh	PPC-1+TRAIL kill	Ba/F3 V617F tox	TNF death inh	TRPML3 agonist
CN1C(=O)c2ccc(C(=O)NC3CCCCC3)cc2C1=O	6	-14	1.5	-10	0	1	3	-1.4	1.2
Cc1sc(NC(=O)CSc2nnc(-c3ccccc3)o2)c(C#N)c1C	1	54	-1.4	-1	3	-3	-1	-0.5	-1.0
Cc1cc(C)n(C(=O)CNC(=O)C2COc3ccccc3O2)n1 (configuration not stated)	9	-15	-0.7	-14	1	10	-1	2.8	1.1
COc1ccc(C(C)=O)cc1COC(=O)c1ccc2c(c1)OCO2	10	-8	-1.0	-5	0	6	-5	1.3	-0.4
C#CCOc1nc(C)cc(C)c1S(=O)(=O)c1ccccc1C	9	8	-3.2	-2	7	3	6	0.7	41*
CCOC(=O)c1ccc(NC(=O)N2CCN(Cc3cccc(F)c3)CC2)cc1	1	35	2.5	3	2	23	4	-0.1	-0.6
Cc1cc(C)c2oc(-c3cccc(NC(=O)c4ccc(F)cc4)c3)nc2c1	6	91*	-0.8	-11	-2	15	1	0.6	0.9
COc1ccc(-c2cccc(C(=O)Nc3ccccc3C)c2)cc1	7	9	-2.9	0	-1	13	0	2.0	-1.1
CCOc1ccc(-c2nnc(NC(=O)c3ccc(OCC(C)C)c(OC)c3)o2)cc1	4	91*	1.0	-5	-1	3	3	-1.4	-0.2
COc1cc(C(=O)Nc2nnc(SC)s2)c([N+](=O)[O-])cc1OC	5	10	0.8	-9	3	19	5	0.6	0.5
N#CC1=C(N)N(c2ccc(Oc3ccccc3)cc2)C(=O)C1	4	28	0.3	-7	2	24	2	-2.2	1.1
O=C(COc1ccc(Br)cc1)N1CCc2ccccc21	-1	21	-1.3	-5	2	10	-2	3.4	-0.4
COc1ccc(N(CC2CO2)S(=O)(=O)c2ccccc2)cc1 (configuration not stated)	5	-19	-2.1	-2	-2	8	-3	-1.9	1.1
COc1ccc(S(=O)(=O)N2CCN(C(=O)Cc3cccs3)CC2)cc1	9	5	1.5	0	0	2	5	1.9	0.1
NC(=O)C1(NC(=O)[C@@H]2CC3(CC(c4cccc(NC(=O)c5cc([N+](=O)[O-])cc([N+](=O)[O-])c5)c4)=NO3)CN2C(=O)c2ccccc2)CC1 (some centres not stated)	-1	-29	0.5	1	0	25	-1	1.2	0.1
CCNC(=O)c1c(O)c2cccc3c2n(c1=O)CC3	0	-31	0.1	-4	1	36	-5	-1.2	1.6
Cc1ccc(C2=NN(C(=O)CN3C(=O)c4ccccc4S3(=O)=O)C(c3ccco3)C2)cc1 (configuration not stated)	9	43	-1.4	-7	2	10	1	-7.8	-0.6
CC(=O)Nc1ccc(SCC(=O)c2c(N)n(Cc3ccccc3)c(=O)n(C)c2=O)cc1	-2	13	1.5	-3	4	4	-1	-8.9	0.8
COc1ccc(NC2=C(Cl)C(=O)N(c3ccccc3)C2=O)c(OC)c1	6	18	-1.6	-5	-1	-5	0	0.1	-0.6
COc1cc(C2NC(=S)NC(O)(C(F)(F)F)C2C(=O)c2cccs2)cc(OC)c1O (configuration not stated)	4	12	0.9	-5	-4	23	1	0.8	1.0
Cc1[nH]n(-c2ccc(Cl)cc2)c(=O)c1/C=N/c1nnc(-c2ccccc2)s1	3	31	-0.3	-2	-1	-9	-4	0.7	0.3
O=C(O)c1ccc2c(c1)C(=O)N(c1cccc(S(=O)(=O)Nc3cccc(C(F)(F)F)c3)c1)C2=O	1	-6	0.2	-8	0	0	4	0.2	-0.1
CC(C)n1c(NCCc2ccccc2)nc2c1c(=O)n(C)c(=O)n2C	14	75*	-1.3	-5	-1	-3	6	-7.4	-0.4
COc1ccccc1NC(=O)c1cnc2n(c1=O)CCS2	5	-31	0.7	-3	1	16	-1	0.5	0.3
Cc1ccc(S(=O)(=O)NC(=O)c2cc(C)n(-c3ccc(N(C)C)cc3)c2C)cc1	6	11	1.3	-5	-2	-18	5	-1.7	0.3
SMILES	BaF3 parental	CHOP inhibitor	TRPN1 ag	RBBP9 inh	Wee1 degr inh	PPC-1+TRAIL kill	Ba/F3 V617F tox	TNF death inh	TRPML3 agonist
Fc1ccc(COc2ccccc2C(=S)N2CCCC2)cc1	8	-21	-2.0	-2	6	-9	4	-0.6	-0.1
CN(C)/C=N/c1ncc(-c2ncc(C(F)(F)F)cc2Cl)cn1	6	-28	0.1	-11	-3	14	0	-1.0	0.8
C/C(=N\NS(C)(=O)=O)c1ccc(C)cc1	2	35	-1.0	-5	2	-4	-3	1.9	0.3
CCOC(=O)CC(=O)CSc1ncnc2c1nnn2-c1ccc(OC)cc1	3	37	1.7	-8	-1	5	0	-0.5	0.7
Cc1onc(-c2ccccc2)c1C(=O)N/N=C/c1cc(Br)c(Br)o1	4	-8	0.9	-6	0	9	2	1.1	0.2
CSc1ccc(/C=N/N2CCN(c3ccccc3)CC2)cc1	0	-28	0.4	0	3	-6	2	0.6	0.4
Cc1coc2c(C)c3oc(=O)cc(-c4ccccc4)c3cc12	1	.	0.9	3	-2	.	-1	-2.0	0.7
Cn1c(CSc2ncccn2)nnc1SCC(=O)N1CCCCC1	5	-15	-0.2	3	0	10	-1	1.1	0.9
O=S(=O)(c1ccccc1)N1CCN(CC2CC3C=CC2C3)CC1 (configuration not stated)	6	6	0.1	7	2	13	-1	1.9	1.9
COc1ccc(S(=O)(=O)N(CC(=O)Nc2cc(C)on2)Cc2ccccc2)cc1	5	17	-0.4	0	-2	20	1	-1.2	0.3
COc1ccc(NC(=O)C2C3CC/C=C\CCC32)cc1 (configuration not stated)	-2	-10	0.8	-8	4	-12	-4	2.1	0.4
COc1ccc(C(CC(=O)Nc2ccc(C)cc2)NC(=O)C(F)(F)F)cc1 (configuration not stated)	5	24	0.2	-5	3	16	-1	0.6	1.0
N#Cc1ccccc1Cn1c(=O)n(CCCC(=O)NCc2ccc3c(c2)OCO3)c(=O)c2ccccc21	2	1	0.5	-10	-2	36	-3	2.5	-0.5
CC(C)C(=O)NNS(=O)(=O)c1ccccc1	3	-6	-0.2	-6	4	-6	3	0.2	0.1
CC(c1ccccc1)N(CCC(c1ccccc1)C1CCOC(C)(C)C1)C(=O)c1ccco1 (configuration not stated)	8	80*	-1.5	1	-5	-2	4	3.0	-0.3
COc1ccc(CC(=O)N2CCOCC2)cc1OC	0	10	0.4	-6	2	-17	-1	-0.7	0.3
Cc1ccc(CNCC2CCCO2)o1 (configuration not stated)	2	13	-0.2	5	-1	15	-2	-0.3	0.6
CC(C)(C)NC(=O)CN(C(=O)c1ccc(CN2CCOCC2)o1)c1ccc2c(c1)OCCO2	1	-2	0.9	-7	-4	6	-1	-1.4	1.2
Cc1cccc(NC(=O)CN2C(=O)N/C(=C/c3ccc(C)o3)C2=O)c1	4	-43	-0.4	-2	8	-6	2	2.8	0.7
c1ccc(-c2ccc(Oc3cc(N4CCOCC4)nc(-c4ccccc4)n3)cc2)cc1	2	27	-0.1	-7	1	-21	1	1.3	1.3
COc1ccc(OCC(O)CNC(=O)c2ccccc2)cc1 (configuration not stated)	-1	-1	1.6	0	-1	2	-5	2.0	0.1
CCN(CC)c1ccc(NC(=O)c2[nH]c(C)c(C(C)=O)c2C)c(C)c1	0	37	-0.2	-6	3	32	-2	-1.6	0.9
CCOCC(=O)Nc1nnc(C)s1	1	21	-0.8	-5	3	-1	2	4.1	0.3
COc1ccc(-n2c(C)cc(/C=N/Nc3nc(N4CCOCC4)nc(N4CCOCC4)n3)c2C)cc1	11	10	-1.6	-3	2	16	3	1.6	-0.6
CC(=O)Nc1ccc([N+](=O)[O-])cn1	6	-1	1.4	-2	-2	23	-3	-1.7	-0.1
SMILES	BaF3 parental	CHOP inhibitor	TRPN1 ag	RBBP9 inh	Wee1 degr inh	PPC-1+TRAIL kill	Ba/F3 V617F tox	TNF death inh	TRPML3 agonist
COc1cc(C(C(=O)NC(C)(C)C)N(Cc2ccccc2)C(=O)c2cnccn2)cc(OC)c1OC (configuration not stated)	2	50	-0.2	-4	-1	-3	-2	-1.1	-0.7
O=C(NCc1ccncc1)c1ccc(Cl)c(S(=O)(=O)N2CCCCC2)c1	8	14	3.2	-8	3	24	4	-0.2	1.8
O=[N+]([O-])c1ccc(Cl)c(CN2CCC(O)CC2)c1	7	27	0.1	-9	1	30	-2	1.5	0.3
Cn1nc(C(F)(F)F)c(/C=N/OC(=O)c2ccccc2)c1SCc1ccc(Cl)cc1	2	57	0.4	-13	-3	8	-5	-4.1	0.5
COc1ccc(C(=O)C(OC(=O)c2ccc(C)c(NC(C)=O)c2)c2ccccc2)cc1 (configuration not stated)	6	3	2.3	-6	0	4	3	-5.9	0.8
O=C(Nc1ccncc1)c1ccc2c(c1)OCCO2	9	-32	1.7	1	-3	13	2	-6.2	2.7
COc1ccccc1N(CC(=O)N1CCCCCC1)S(C)(=O)=O	0	-1	2.2	-4	2	24	-2	1.3	0.9
Cc1ccc(N2C(=O)CS(=O)(=O)CC2=O)cc1	5	13	-0.1	-10	0	-4	0	0.2	0.6
CCSc1nnc(-c2ccccc2NC(C)=O)c(=O)[nH]1	0	1	0.8	-8	-1	22	-1	0.9	0.0
COC(=O)C1=C(C)N(C)C(=O)/C1=C\c1ccco1	-4	-26	3.2	-6	1	0	5	-1.0	-0.2
CCc1ccccc1NC(=S)NC1CC2CCCC(C1)N2Cc1cccs1 (configuration not stated)	8	-24	-1.1	-2	0	5	-2	-8.6	0.7
O=C(Nc1ccccc1F)N(Cc1ccc(F)cc1)Cc1nc2ccccc2c(=O)[nH]1	3	61	0.4	-13	0	23	-1	-0.2	0.4
S=C(NCCCc1ccccc1)Nc1ccc(Cl)cc1	12	77*	6.4	-5	1	10	5	-0.3	1.4
Clc1ccc(Nc2ncnc3c2nnn3Cc2ccccc2)cc1	-4	13	-0.7	1	5	5	-6	2.9	1.0
